RORgamma inh: qHTS for inhibitors of ROR gamma transcriptional activity; Drosophila S2 Gal4-RORgamma UAS-luciferase reporter, 20 h; AID 2551, 2010; Potency, µM (titrated, usually from 53.6 µM), without a hit: top-dose activity change, negative = inhibition, hits mostly inhibitors; Nuclear receptor ROR-gamma (Mus musculus), P51450; hit rate 5.4% among 310,000; note: potency is the fitted concentration of half-maximal effect; % is set by controls: 0 for no effect and ±100 for the full control effect; nearly all actives have a fitted effect of over 60% in size
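In this cell-based reporter format, copper sulfate (700 uM final) drives Gal4–ROR gamma fusion expression from a metallothionein promoter in Drosophila Schneider cells; compounds preincubated 1 hr, reporter read after 20 hr at ambient temperature.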
NPC1 prom act: qHTS Assay for NPC1 Promoter Activators. Huh7 NPC1 promoter luciferase reporter, 24 h. Potency, µM (series often up to 9.22 µM), inactives show at the highest dose activation, most hits filed as activators. hit rate 2.4% among 320,000;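 note: potency is the fitted concentration of half-maximal effect; % of control where 0% means no effect; nearly all actives have a fitted effect of over 60% in size; reporter is driven by a mutant NPC1 promoter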
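Readout is luciferase luminescence, reflecting NPC1 promoter activation in stably transfected Huh7 cells after 24 h compound exposure at 37 °C in reduced-serum medium with 10% FBS.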
Rab9 promoter act: qHTS Assay for Rab9 Promoter Activators; Huh7 Rab9 promoter-luciferase reporter, luminescence, 24 h; Potency, µM (top dose mostly 9.22 µM), for inactives: at the top dose activation, negative = inhibition, actives largely listed as activators; hit rate 2.8% among 320,000; note: potency is the fitted concentration of half-maximal effect; % of control where 0% means no effect; nearly all actives have a fitted effect of over 60% in size
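Using Huh7 cells stably transfected with Rab9 promoter–luciferase, compounds were incubated 24 h at 37 °C, 5% CO2; luciferase luminescence was read 10 min after reagent addition.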
PKM2 activator: qHTS Assay for Activators of Human Muscle isoform 2 Pyruvate Kinase; Pyruvate kinase PKM (Homo sapiens), P14618; purified PKM2, Kinase-Glo ATP luminescence, activation; response scale: 0% is enzyme alone, no compound; Potency, µM (titrated, usually from 57.5 µM), for inactives: top-dose activation, actives largely listed as activators; hit rate 0.34% among 260,000; AID 1631, 2009; note: potency is the fitted concentration of half-maximal effect; % is set by controls: 0 for no effect and ±100 for the full control effect; nearly all actives have a fitted effect of over 55% in size
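hPK-M2, >95% pure; 0.1 mM ADP / 0.5 mM PEP final; imidazole pH7.2 buffer w/ 7 mM MgCl2, 50 mM KCl; 1 h RT; Kinase-Glo lum. Intermediate enzyme activity for dual inhibitor/activator qHTS.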
FLuc modulator: qHTS profiling assay for firefly luciferase inhibitor/activator using purifed enzyme and Km concentrations of substrates (counterscreen for miR-21 project); Luciferin 4-monooxygenase (Photinus pyralis), P08659; purified FLuc, Km substrates, luminescence inhibition; Potency, µM (top dose mostly 57.5 µM), for the others: at the highest dose activity change, negative = inhibition, usual class: inhibitors; hit rate 6.9% among 360,000; AID 588342, 2011;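 note: potency is the fitted concentration of half-maximal effect; plate controls were vehicle for no effect and reference inhibitor for full effect; nearly all actives have a fitted effect of over 55% in size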
Target sequence (P08659 whole entry, looked up): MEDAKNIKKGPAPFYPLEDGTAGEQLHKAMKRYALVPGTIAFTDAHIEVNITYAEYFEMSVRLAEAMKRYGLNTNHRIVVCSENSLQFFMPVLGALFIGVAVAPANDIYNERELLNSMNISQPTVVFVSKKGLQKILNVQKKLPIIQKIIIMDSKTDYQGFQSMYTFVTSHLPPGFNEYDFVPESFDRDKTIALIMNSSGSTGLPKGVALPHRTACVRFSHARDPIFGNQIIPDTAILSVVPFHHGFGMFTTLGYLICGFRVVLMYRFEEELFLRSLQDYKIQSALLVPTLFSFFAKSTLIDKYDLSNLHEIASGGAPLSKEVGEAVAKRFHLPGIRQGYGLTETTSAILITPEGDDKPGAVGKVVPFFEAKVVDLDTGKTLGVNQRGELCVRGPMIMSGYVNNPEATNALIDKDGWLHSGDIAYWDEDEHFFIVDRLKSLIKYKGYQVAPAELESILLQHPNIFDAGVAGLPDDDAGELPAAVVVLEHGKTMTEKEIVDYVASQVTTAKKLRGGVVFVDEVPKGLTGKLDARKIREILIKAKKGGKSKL
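Biochemical qHTS of compounds, final roughly 60 µM downward over six points, against 10 nM purified firefly luciferase using Km concentrations of substrates (10 uM D-luciferin, 10 uM ATP) in Tris acetate pH 7.5 buffer; luminescence output.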
Menin MLL FP TR: qHTS Assay for Inhibitors Targeting the Menin-MLL Interaction in MLL Related Leukemias: Competition With Texas Red Labeled MLL-derived Mutant Peptide; O00255; Menin + Texas Red MLL mutant peptide, fluorescence polarization; Potency, µM (series often up to 61.6 µM), inactives show top-dose FP activity change, negative = inhibition, most hits filed as inhibitors; hit rate 0.23% among 270,000; AID 1768, 2009; active = well fitted inhibition curve with a large enough effect in the polarisation, with a control signal flat, not every such curve was filed as active; inconclusive = small, poorly fitted or top-dose-only effect, or effect the other way, or a change in a side signal; inactive = no such curve, though single readings can be large or run the other way; the % refers to the polarisation; note: potency is the fitted concentration of half-maximal effect; % of control where 0% means no effect; many of its hits are not listed in these tables
VP16 counter: VP16 counterscreen qHTS for inhibitors of ROR gamma transcriptional activity | Drosophila S2 Gal4-VP16 UAS-luciferase, luminescence, 20 h | Potency, µM (series often up to 53.6 µM), for inactives: top-dose activity, negative = inhibition, most hits filed as inhibitors | hit rate 3.5% among 310,000 | AID 2546, 2010;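 note: Gal4-VP16 expression switched on by copper sulfate through the metallothionein promoter; potency is the fitted concentration of half-maximal effect; % is set by controls: 0 for no effect and ±100 for the full control effect; nearly all actives have a fitted effect of over 50% in size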
KCNH2 3.1 inh: qHTS for Inhibitors of KCHN2 3.1: Mutant qHTS; activity change, % (tested at about 1.8 µM); U2OS KCNH2 3.1, thallium flux FluxOr; active compounds read low; hit rate 0.95% among 340,000; Potassium voltage-gated channel subfamily H member 2, brain isoform KCNH2 3.1 (human);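 active = maximum activity change below -70%; inconclusive = maximum activity change from -70% to -50%; inactive = maximum activity change above -50%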;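 note: thallium influx rate constant from kinetic fluorescence after stimulation buffer; % is set by controls: 0 for no effect and ±100 for the full control effect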
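Measured as rate of thallium-driven FluxOr signal in transduced U2OS cells carrying the 3.1 channel, read kinetically for 2 min upon stimulation; values are rate constants scaled to DMSO control wells.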
Mito fusion yeast: qHTS Assay for Small Molecule Inhibitors of Mitochondrial Division or Activators of Mitochondrial Fusion | S. cerevisiae fusion-defective mutant growth rescue, CellTiterGlo 48 h | Potency, µM (doses to about 46.1 µM), for the others: at the highest dose growth rescue (activation), usual class: activators | hit rate 0.23% among 320,000;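 note: potency is the fitted concentration of half-maximal effect; % of control where 0% means no effect; nearly all actives have a fitted effect of over 45% in size; temperature-sensitive fusion mutants such as fzo1-1 at 37 °C on non-fermentable ethanol glycerol medium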
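Luminescent cell viability in 1536-well qHTS format served as the measure of rescued growth in ts fusion-mutant S. cerevisiae cultured on non-fermentable YPEG for 48 hours at 37C.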
ELG1 DNA repair: qHTS screen for small molecules that inhibit ELG1-dependent DNA repair in human embryonic kidney (HEK293T) cells expressing luciferase-tagged ELG1; HEK293T ELG1-luciferase reporter, luminescence, 16 h; DNA damage induced by 5-fluorouridine; Potency, µM (series often up to 46.1 µM), inactives show at the top dose activity change, negative = inhibition, hits mostly inhibitors; hit rate 2.3% among 330,000; AID 504467, 2011; note: potency is the fitted concentration of half-maximal effect; % is set by controls: 0 for no effect and ±100 for the full control effect; nearly all actives have a fitted effect of over 55% in size
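DMSO vehicle served as the neutral condition. Each well held 2,000 cells given 5-fluorouridine plus compound; after 16 hr at 37 °C/5% CO2, ONE-Glo was added and luciferase measured 30 min later.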
MBNL1-CUG inh: qHTS Assay for Inhibitors of MBNL1-poly(CUG) RNA binding; Potency, µM (doses to about 57.5 µM), for the others: top-dose activity change, negative = inhibition, most hits filed as inhibitors; TR-FRET MBNL1-His/biotin-(CUG)12 binding, 665/545 ratio; hit rate 0.036% among 280,000; Muscleblind-like protein 1 (Homo sapiens), Q9NR56; active = well fitted inhibition curve with a large enough effect in the signal ratio, with a control signal flat, not every such curve was filed as active; inconclusive = small, poorly fitted or top-dose-only effect, or effect the other way, or a change in a side signal; inactive = no such curve, though single readings can be large or run the other way; the % refers to the signal ratio; note: potency is the fitted concentration of half-maximal effect; % is set by controls: 0 for no effect and ±100 for the full control effect
Target sequence (Q9NR56 whole entry, looked up): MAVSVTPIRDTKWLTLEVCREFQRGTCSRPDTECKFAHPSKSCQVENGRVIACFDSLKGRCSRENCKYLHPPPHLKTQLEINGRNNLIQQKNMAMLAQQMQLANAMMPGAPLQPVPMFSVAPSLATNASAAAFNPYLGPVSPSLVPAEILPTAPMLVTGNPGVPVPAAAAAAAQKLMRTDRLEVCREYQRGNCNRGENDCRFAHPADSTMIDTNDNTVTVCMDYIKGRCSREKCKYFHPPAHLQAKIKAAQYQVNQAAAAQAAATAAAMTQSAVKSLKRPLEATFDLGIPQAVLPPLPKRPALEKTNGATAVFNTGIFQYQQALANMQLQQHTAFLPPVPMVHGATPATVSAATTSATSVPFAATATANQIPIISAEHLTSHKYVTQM
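Inhibition of protein-RNA binding appears as loss of TR-FRET between terbium anti-His antibody on MBNL1-His and streptavidin-XL665 on biotin-(CUG)12. Activity is normalized to buffer-only and uninhibited-complex controls.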
Starred values were filed as active, the others as inactive; ? = inconclusive; nt = not tested or not shown; [ ] = another dose, or the depositor's remark. Unless noted, calls come from the whole dose curve; as a rule, active = well fitted curve in the direction sought with a large enough effect; inconclusive = small, poorly fitted or top-dose-only effect, or another doubt; inactive = no such curve, though single readings can be large; an effect the other way counts as inactive or inconclusive.

SMILES | RORgamma inh | NPC1 prom act | Rab9 promoter act | PKM2 activator | FLuc modulator | Menin MLL FP TR | VP16 counter | KCNH2 3.1 inh | Mito fusion yeast | ELG1 DNA repair | MBNL1-CUG inh
O=C(CN(c1ccccc1)S(=O)(=O)c1ccccc1)N1CCOCC1 | -2% | -1% | -5% | 1% | -11% | -7% | -2% | 37 | 2% | -7% | 3%
CC(C)c1ccccc1OCC(=O)N(C)CC(=O)Nc1ccc(F)cc1 | nt | -4% | -7% | nt | 0% | nt | nt | 2 | 5% | -3% | nt
Cc1cccc(Cc2nnc(CCC(=O)N(CC3CC3)CC3CCCO3)o2)c1 (centres undefined) | 40% | ? | ? | -6% | 21µM* | ? | ? | 23 | 4% | ? | 0%
O=C(OCC1CCCN2CCCCC12)c1ccc2c(c1)OCO2 (centres undefined) | -2% | -1% | -4% | 3% | -3% | -1% | -1% | -2 | -9% | -5% | -5%
O=C(CCn1nc(-c2ccccc2)ccc1=O)NCCCN1CCCCCC1 | -15% | -4% | 6% | -6% | 1% | ? | 0% | 2 | 2% | -3% | 3%
COc1ccc(CN(C)CC2CCCN(CCc3ccc(F)cc3)C2)cc1OC (centres undefined) | -16% | 2% | -4% | -4% | 3% | -5% | -6% | -5 | -5% | -18% | -4%
Cc1nc2ccc3[nH]snc3c2n1 | 17% | 5% | 7% | -11% | 0% | 11% | 7% | 6 | 5% | ? | ?
Cc1[nH]c2ccccc2c1CCNC(=O)CCC(=O)c1ccccc1 | 9% | -5% | 0% | 3% | -3% | 9% | 0% | 2 | 4% | -8% | -1%
CC(=O)c1ccc(NC(=S)N2CCCCCC2)cc1 | -25% | 17% | ? | -10% | ? | 3% | 22% | 17 | -7% | ? | 0%
Cc1cccc(C(=O)NC(C(=O)Nc2nc(-c3ccccn3)cs2)C(C)C)c1 (centres undefined) | 7.9µM* | -12% | -10% | -2% | -5% | -2% | ? | 0 | 2% | 2.9µM* | 1%
CCn1cc([N+](=O)[O-])c(C(=O)N2CCCCCC2)n1 | 1% | -4% | 1% | 0% | 2% | nt | -12% | 7 | 1% | 13% | 10%
COc1cccc(NC(=O)COC(=O)CCCC2=NS(=O)(=O)c3ccccc3N2)c1 | 15% | 3% | -5% | nt | -19% | nt | 3% | 5 | -6% | ? | 3%
Cc1ccc2nc(SCC(=O)Nc3ccc(C)c(Cl)c3)nc(=O)n2c1 | nt | 1% | 0% | nt | -19% | nt | nt | -6 | 3% | ? | nt
Cc1ccccc1Nc1nnc(SCC(=O)NC(=O)Nc2ccc3c(c2)OCCO3)s1 | 7%[10 µM] | 5% | 18% | 4% | ? | ? | 17% | nt | -2% | ? | nt
COc1ccc(/C(N)=N/OC(=O)N2CCOCC2)cc1 | -39% | -2% | -1% | -2% | -10% | 1% | -21% | -13 | 5% | -2% | -1%
COc1ccc(C2CC(c3cccs3)=NN2C(=O)CN2CCCCC2)cc1 (centres undefined) | 1% | -1% | -1% | -7% | ? | -17% | 12% | -1 | -5% | 16% | 13%
O=C(O)c1ccccc1-c1ccc(/C=C2\SC(=O)N(c3ccccc3)C2=O)o1 | -3%[1.91 µM] | 2.5µM* | 2µM* | 3% | 13µM* | -7% | -6% | -20 | 3% | ? | 19%
COc1ccc(-n2c(=O)[nH]cc(C(=O)Nc3ccc(NC(C)=O)cc3)c2=O)cc1 | 4% | -8% | -2% | 5% | -9% | -4% | -9% | -8 | 1% | 8% | -5%
C[C@H](NC(=O)c1ccccc1Cl)C(=O)OCC(=O)N1CCN(c2ccccc2)CC1 | nt | 0% | 3% | nt | 2% | nt | nt | -6 | 1% | 2% | nt
Cc1ccc(Cn2cccc(NS(C)(=O)=O)c2=O)cc1 | -38% | -4% | 4% | ? | 0% | -9% | 3% | -12 | 0% | -5% | 18%
CN(C)/C=N/c1c(C#N)nnn1Cc1ccccc1 | 13% | -5% | -9% | 17% | 5% | -14% | -15% | 4 | 5% | 0% | 5%
Cc1ccc(S(=O)(=O)N2CCOCC2)cc1NC(=O)CSc1nnc2cc(C)c3ccccc3n12 | 37% | 0% | -3% | -4% | ? | -11% | 0% | -6 | -9% | 18µM* | 34%[activator]
Cc1ccc(-n2c(-c3ccccc3)cc(=O)nc2C)cc1 | 4% | 0% | -1% | -10% | 1% | 0% | 1% | 11 | 0% | -3% | -8%
CCOc1ccccc1/C=N/NC(=O)c1c(C)nc2ccc(Br)cn12 | -25% | 3% | 6% | nt | 0% | -1% | -4% | 33 | -4% | -11% | -3%
O=C(CCN1CCN(C(c2ccccc2)c2ccccc2)CC1)N/N=C/c1ccc(O)cc1O | 14µM* | -1% | -1% | 10% | -2% | 4% | -19% | -45 | 0% | 2% | -5%
CCCn1c(SCC(=O)N2CCN(c3ccc(OC)cc3)CC2)nc2c1c(=O)n(C)c(=O)n2C | 41% | 2% | -9% | 0% | 5% | 1% | -7% | 16 | -2% | 21µM* | -9%
Cc1ccccc1N(CC(=O)NC1CCCC1)C(=O)CS(=O)CC(=O)Nc1ccc2c(c1)OCO2 (centres undefined) | -5%[10 µM] | -1% | -3% | 8% | 1% | -3% | 6% | -12 | -1% | -8% | -5%
CC(=O)c1ccc(OC(=O)C2c3ccccc3Oc3ccccc32)cc1 | -4% | 2% | -8% | -2% | -2% | 2% | -13% | ? | -6% | 13% | -10%
CCN(Cc1ccncc1)C(=O)CCc1nnc(CCc2ccc(OC)cc2)o1 | 15% | -2% | -1% | -4% | -8% | 3% | -1% | nt | -3% | 16% | -18%
COc1cc(/C=N/n2c(C)nc3ccccc3c2=O)ccc1O | 19% | 2% | 4% | nt | -3% | -14% | 0% | 34 | -22% | 4% | 1%
COc1ccc(CC(=O)N2CCCC(CNC(=O)c3ccccc3Cl)C2)cc1 (centres undefined) | -2% | -1% | -3% | -2% | -16% | -9% | 0% | 0 | 7% | -6% | -9%
CCN(CC)c1ccc(NC(=O)CN2CCN(c3ccccn3)CC2)cc1 | 6% | -4% | 2% | nt | 5% | ? | 5% | -13 | 11% | -8% | 0%
CCCC(c1nnnn1Cc1ccc(OC)cc1)N1CCN(c2ccccc2OC)CC1 (centres undefined) | ? | -1% | -3% | -7% | -6% | ? | -1% | -6 | 9% | ? | 1%
O=C(O)CCNC(=O)c1ccc(Br)o1 | -6% | 1% | 4% | -9% | -1% | 5% | -9% | -2 | -8% | -23% | -7%
COc1ccc2[nH]c(=O)c(CN(C)C(=O)c3ccncc3)cc2c1 | -4% | 2% | -4% | 0% | -1% | -14% | 0% | 5 | 0% | -4% | 3%
CCN(CC(=O)NCc1ccccn1)S(=O)(=O)c1cc(Cl)ccc1Cl | nt | -1% | -2% | nt | 7% | nt | nt | -19 | 5% | -10% | nt
Cc1nn(C)c(Cl)c1C(N)=O | 27% | 0% | 0% | -12% | 0% | -9% | -20% | 4 | -5% | -3% | -9%
O=C(CNC(=O)c1ccco1)NCC(=O)OCc1ccc(F)cc1 | -2% | 2% | 2% | nt | -1% | -15% | -3% | -2 | 7% | 15% | -1%
O=Cc1ccc(OCCOc2ccc([N+](=O)[O-])cc2)cc1 | 21% | 1% | -4% | nt | -3% | 1% | 1% | -3 | -10% | -1% | 20%
Cn1nc(C(=O)OCC(=O)c2ccc[nH]2)c2ccccc2c1=O | 9% | -2% | -2% | 19% | -1% | 1% | -10% | 23 | 0% | 4% | 8%
N#Cc1cc2c(nc1SCc1ccccc1)CCCCC2 | 11% | 1% | 2% | 8% | -13% | 4% | 0% | -2 | 2% | 34% | -4%

Assay outcomes (PubChem BioAssay)

Not all compounds are listed. The share of hits here may be higher or lower than overall.
